# Shn3 3UTR inh = inhibitors of Schnurri-3 3'UTR reporter in osteoblasts; Clone20 osteoblast Shn3 3'UTR firefly luciferase, 24 h; inhibition, % at 12.5 µM; hit rate 0.52% among 360,000;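 active = mean inhibition of at least 75% with every replicate also reaching 75%; inconclusive = mean inhibition at least 75% but some replicate below; inactive = mean inhibition below 75%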;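 note: 0% = median of neutral control wells and 100% = pilot-screen positive control compound; some compounds past the cut are filed as inactive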
# NR2E3 ag-1 = NR2E3 (human) agonism. Q9Y5X4. GST-NR2E3/biotin-RetCOR TR-FRET, 1536-well. inhibition of corepressor binding, % at 4.78 µM. hit rate 0.12% among 320,000. AID 2300;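 active = percent inhibition above the cutoff of mean plus 3 SD of all tested compounds, set per screening campaign, cut at about 20% in these data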;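 note: 0% = DMSO wells and 100% = biotin wells as full block of FRET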
# Target sequence (Q9Y5X4 whole entry, looked up): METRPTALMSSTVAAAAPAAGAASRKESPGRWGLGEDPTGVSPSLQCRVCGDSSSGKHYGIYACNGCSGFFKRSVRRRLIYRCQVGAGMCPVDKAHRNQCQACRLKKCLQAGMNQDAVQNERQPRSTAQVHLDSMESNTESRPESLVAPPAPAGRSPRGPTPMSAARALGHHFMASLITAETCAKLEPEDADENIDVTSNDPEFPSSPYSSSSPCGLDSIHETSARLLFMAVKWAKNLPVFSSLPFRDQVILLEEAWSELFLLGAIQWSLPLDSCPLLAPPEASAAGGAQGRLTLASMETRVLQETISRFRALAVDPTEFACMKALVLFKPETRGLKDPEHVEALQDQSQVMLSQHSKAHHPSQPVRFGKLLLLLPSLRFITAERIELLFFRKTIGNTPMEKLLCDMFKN
#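 Assay system: NR2E3–RetCOR corepressor complex. Quantity: 1.35 nM GST-NR2E3. Buffer or medium: pH 7.5 Tris-based buffer. Reagent: biotinylated RetCOR corepressor at 7 nM final. Schedule: 5 h at 4 °C. Detection: TR-FRET, emission read at 617 and 671 nm. Replicates: one well per compound, singlicate testing.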
# NR2E3 ag-2 = agonists of human NR2E3 nuclear receptor. Q9Y5X4. CHO-S Gal4-NCOR/VP16-NR2E3 two-hybrid, luciferase. inhibition of corepressor binding, % at 3.98 µM. hit rate 0.35% among 360,000. AID 602229;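 active = inhibition above the mean of all tested compounds plus 3 SD, cut at about 70% in these data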;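 note: 0% = DMSO with NR2E3 transfected cells and 100% = cells lacking NR2E3 construct; higher means lower luciferase signal from less NR2E3 corepressor binding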
# MITF TRPM1 inh = MITF TRPM1 promoter inhibition in SK-MEL-5 cells | SK-MEL-5 TRPM1 promoter luciferase, 24 h | inhibition, % at 12.5 µM | hit rate 0.83% among 330,000 | AID 488899;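 active = mean inhibition across replicates of 60% or more, whatever share of single replicates reaches that level; inconclusive = some that reach 60%, reason not given; inactive = mean inhibition across replicates below 60%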; note: values of inactives mirror those of a sister screen read the other way
# Peg3 prom inh = reduces Peg3 promoter-driven luciferase expression in HeLa. HeLa PEG-Prom luciferase reporter, luminescence, overnight. inhibition, % at 20 µM. hit rate 1.7% among 360,000. AID 588405;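 active = inhibition of at least 50% at 20 µM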
# HIF-2a inh = HIF-2a inhibition; inhibition, % at 18.8 µM; hit rate 0.72% among 360,000; 786-0 RCC cells HIF-2a reporter, luciferase luminescence, overnight;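 active = inhibition of the luminescence signal of 40% or more relative to plate controls, in a single-dose primary screen at 18.75 µM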
# Vif inh = HIV Vif inhibition | HEK293T cells, Vif self-association by quenched fluorescence, imaging, 24 h | inhibition, % at 7.49 µM | hit rate 0.35% among 340,000 | AID 602346; in the data active = inhibition above about 50%, passing the limit was not always enough; inconclusive = no clear call, values can overlap the other calls; inactive = below about 31%; note: some results filed as inactive read as strong as hits
# PDI inh = PDI (human) enzyme inhibition. inhibition, % at 10 µM. hit rate 0.052% among 350,000. PDI insulin aggregation turbidity, A650, 90 min. P07237;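 active = mean inhibition across replicates of 30% or more, whatever share of single replicates reach that level; inconclusive = mean inhibition below 30% while every single replicate reaches 30%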;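 note: absorbance from insulin aggregation driven by PDI reduction with DTT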
# Target sequence (P07237 whole entry, looked up): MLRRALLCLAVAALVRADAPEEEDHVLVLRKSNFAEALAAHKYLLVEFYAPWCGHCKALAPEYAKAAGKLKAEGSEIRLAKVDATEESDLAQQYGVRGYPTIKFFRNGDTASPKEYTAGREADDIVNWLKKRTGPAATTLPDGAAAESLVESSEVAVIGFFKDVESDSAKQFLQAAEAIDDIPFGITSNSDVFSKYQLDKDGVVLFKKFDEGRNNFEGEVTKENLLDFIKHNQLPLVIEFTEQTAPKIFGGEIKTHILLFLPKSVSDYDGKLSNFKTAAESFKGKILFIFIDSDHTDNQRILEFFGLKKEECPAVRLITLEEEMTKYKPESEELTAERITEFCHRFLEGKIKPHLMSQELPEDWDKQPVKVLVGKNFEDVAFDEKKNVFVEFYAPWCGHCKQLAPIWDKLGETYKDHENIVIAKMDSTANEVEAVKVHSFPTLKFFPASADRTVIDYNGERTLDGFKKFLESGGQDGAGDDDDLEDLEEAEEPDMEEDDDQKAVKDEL
# CF NFkB block = cystic fibrosis NF-kB activation inhibition. inhibition, % at 5 µM. KKLEB NF-kB-GFP reporter, PAF-induced, GFP fluorescence overnight. hit rate 0.86% among 360,000;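 active = at least 50% inhibition at 5 µM, scaled per plate between neutral and stimulator controls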;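 note: PAF is a Pseudomonas aeruginosa culture filtrate used as stimulus; plate controls were PAF-stimulated DMSO wells for no effect and unstimulated DMSO wells for full effect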
# CaV13 ICDI inh = Primary screen for inhibitors of IQ motif and Ca2+-dependent inactivation inhibitor domain binding in CACNA1D, Förster resonance energy transfer in living cells, …. hit rate 0.098% among 340,000. HEK cells, CFP/YFP FRET ICDI-IQ, plate reader, 10 min; percent FRET-ratio fall versus neutral wells. inhibition, % at 12.3 µM;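 active = mean replicate inhibition of at least 30% and at least 1% of replicates passing that level; inconclusive = only one of the two criteria is met; inactive = neither criterion is met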;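 note: 0% = median of the neutral control wells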
# KKLEB tox = reduces viability of KKLEB cystic fibrosis airway cells; hit rate 0.36% among 360,000; activity change (cytotoxicity), % at 5 µM; KKLEB CF airway cells viability, ATPlite luminescence, overnight; stronger effect = lower value; cells stimulated with P. aeruginosa culture filtrate;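 active = corrected activity change at or below -50% at 5 µM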
# The depositor's hits bear a star; ? = inconclusive; · = not tested or not shown. An unsorted share of the library (roughly 3.3% active in at least one column).
item	mol	Shn3 3UTR inh	NR2E3 ag-1	NR2E3 ag-2	MITF TRPM1 inh	Peg3 prom inh	HIF-2a inh
1	COCC(=O)Nc1ccc([N+](=O)[O-])cc1C	10	-3	-18	-6	6	12
2	CCOC(=O)C1(CCOc2ccccc2)CCN(Cc2nccn2CC)CC1	3	6	-21	11	12	12
3	Cc1cc2ncn(/N=C/c3cccnc3)c2cc1C	-14	2	-17	-10	-34	-26
4	Cc1ccc(NCN2C(=O)C3CC=CCC3C2=O)cc1 (stereo not drawn)	-23	1	-24	-16	-22	-58
5	CCOC(=O)C1(Cc2ccccc2)C(=O)Nc2ccccc21 (stereo not drawn)	5	0	14	16	11	15
6	Cc1ccc(NC(=O)COC(=O)C2COc3ccccc3O2)cc1S(=O)(=O)N1CCOCC1 (stereo not drawn)	-2	2	11	8	8	16
7	COc1cccc(NC(=O)CN(C)C(=O)Cn2[nH]c(=O)c3ccccc3c2=O)c1	4	-2	-14	2	26	14
8	CC(/C=C1\SC(=S)N(c2ccc(C(=O)O)cc2)C1=O)=C\c1ccccc1	-30	4	5	16	17	51*
9	CC(=O)N1CCN(c2ccc(Nc3ncnc4c3oc3ccccc34)cc2)CC1	19	2	-26	2	-89	-162
10	O=C(Nc1cccc(-n2cnnn2)c1)c1ccc(Cl)cc1Cl	-15	3	-24	-4	-6	-8
11	N#Cc1ccc(-c2nc3ccc(Cl)cn3c2Cc2cccc(Cl)c2)cc1	-3	·	-44	·	-14	-25
12	Cc1cccc(NC(=O)c2ccc(OCc3c(C)noc3C)cc2)n1	-15	3	5	·	-59	-111
13	Cc1cc([N+](=O)[O-])ccc1NC(=O)c1cccc(NC(=O)C(C)C)c1	-38	5	-23	-59	-114	-78
14	Cn1nc([N+](=O)[O-])nc1Sc1nnnn1-c1ccc(C(=O)O)cc1	7	-1	-11	-1	0	17
15	CCOc1c(OC(C)=O)ccc(/C=C/c2ccc3cccc(OC)c3n2)c1[N+](=O)[O-]	8	-2	-22	-13	-128	-192

item	Vif inh	PDI inh	CF NFkB block	CaV13 ICDI inh	KKLEB tox
1	3	2	-6	-4	3
2	1	-2	7	-2	-2
3	·	-1	11	-6	-4
4	-2	1	-8	-5	2
5	-1	5	13	-4	-6
6	-10	-1	13	-3	-4
7	4	-1	2	-6	0
8	2	1	-10	-2	1
9	·	0	-19	·	3
10	-4	3	4	-2	10
11	·	·	-6	-3	-17
12	-1	1	3	-6	-1
13	4	-4	-5	-5	0
14	2	10	-7	-1	3
15	1	-17	2	-3	6

# Following part
item	mol	Shn3 3UTR inh	NR2E3 ag-1	NR2E3 ag-2	MITF TRPM1 inh	Peg3 prom inh	HIF-2a inh
16	Cc1ccc(/C=N/N2CCN(Cc3ccc(Cl)cc3)CC2)o1	1	-3	-14	-5	16	-2
17	CCc1nnc(NC(=O)CC23CC4CC(CC(C4)C2)C3)s1	20	7	-1	·	8	9
18	CCOc1ccc(NC(=O)COc2ccc(C(=O)NC(C)c3ccc(S(N)(=O)=O)cc3)cc2OC)cc1 (stereo not drawn)	-2	0	-2	2	7	3
19	N#Cc1ccc(NC(=O)Nc2ccc(Cl)cc2)cc1	70	-3	29	2	-192	-190
20	CC1CCCCC1NC(=O)c1nn(C)c2c1CS(=O)(=O)c1ccccc1-2 (stereo not drawn)	13	0	-4	-7	16	7
21	O=C(CCc1ccccc1)Nc1ccc(Cl)cn1	-25	0	-212	-15	-135	-199
22	CCN(CC)CC(O)CNc1ccnc2c(Cl)ccc(Cl)c12 (stereo not drawn)	-16	·	-2	-5	-22	-2
23	CN(CC(=O)Nc1ccc(Cl)c(C(F)(F)F)c1)C(=O)c1ccc(S(=O)(=O)N2CCOCC2)cc1	-1	·	-10	-6	43	12
24	Cn1c(=NC(=O)c2ccccc2[N+](=O)[O-])sc2cc(S(C)(=O)=O)ccc21	-60	-1	-125	-47	-228	-178
25	CN(C)/N=C/C=C1\CCC/C(=C\c2ccc(F)c(F)c2)C1=O	-9	0	19	1	41	-98
26	Cc1ccc(C(=O)NNC(=O)CCCCC(=O)NNC(=O)c2ccc(C)cc2)cc1	4	-1	-9	-5	-3	11
27	Cc1ccc(Nc2cc(=O)oc3ccccc23)c(C)c1	20	2	-70	13	13	-40
28	O=C(OCc1c(-c2ccccc2)ncc2ccccc12)c1ccc(Br)cc1	-13	2	-21	1	8	-19
29	CC1C(=O)N2CCCc3cc(S(=O)(=O)NCc4ccc(Cl)cc4)cc1c32 (stereo not drawn)	14	0	24	3	10	12
30	Cn1cc(C(=O)c2cccc(Cl)c2Cl)cc1C(=O)O	17	3	1	8	14	13

item	Vif inh	PDI inh	CF NFkB block	CaV13 ICDI inh	KKLEB tox
16	-7	-22	-3	-3	-12
17	-4	·	2	-10	4
18	9	0	-13	-6	-7
19	-3	2	22	0	-6
20	-5	-13	4	-4	-2
21	?	23	15	-4	-4
22	-10	0	-10	-10	-2
23	-1	5	3	-5	-7
24	-2	-8	6	-5	-19
25	3	-4	-12	-5	-2
26	-8	9	3	-5	-16
27	-6	-2	20	·	-11
28	-3	-2	-3	-6	8
29	2	-9	12	-13	-14
30	10	-2	-10	-5	4

# Profiles from above. Order of values: Shn3 3UTR inh | NR2E3 ag-1 | NR2E3 ag-2 | MITF TRPM1 inh | Peg3 prom inh | HIF-2a inh | Vif inh | PDI inh | CF NFkB block | CaV13 ICDI inh | KKLEB tox
# Cn1c(=NC(=O)c2ccccc2[N+](=O)[O-])sc2cc(S(C)(=O)=O)ccc21 in the list: -60 | -1 | -125 | -47 | -228 | -178 | -2 | -8 | 6 | -5 | -19
# O=C(OCc1c(-c2ccccc2)ncc2ccccc12)c1ccc(Br)cc1 in the list: -13 | 2 | -21 | 1 | 8 | -19 | -3 | -2 | -3 | -6 | 8
# CN(CC(=O)Nc1ccc(Cl)c(C(F)(F)F)c1)C(=O)c1ccc(S(=O)(=O)N2CCOCC2)cc1 in the list: -1 | · | -10 | -6 | 43 | 12 | -1 | 5 | 3 | -5 | -7
# CCOc1ccc(NC(=O)COc2ccc(C(=O)NC(C)c3ccc(S(N)(=O)=O)cc3)cc2OC)cc1 (stereo not drawn) in the list: -2 | 0 | -2 | 2 | 7 | 3 | 9 | 0 | -13 | -6 | -7
# CCOC(=O)C1(CCOc2ccccc2)CCN(Cc2nccn2CC)CC1 in the list: 3 | 6 | -21 | 11 | 12 | 12 | 1 | -2 | 7 | -2 | -2

# Results in sequence from the entries so far.
# Shn3 3UTR inh for nos. 16 to 22, in order: 1, 20, -2, 70, 13, -25, -16
# CaV13 ICDI inh for nos. 16 to 22, in order: -3, -10, -6, 0, -4, -4, -10
# Vif inh for nos. 16 to 22, in order: -7, -4, 9, -3, -5, ?, -10

# Following part:
item	mol	Shn3 3UTR inh	NR2E3 ag-1	NR2E3 ag-2	MITF TRPM1 inh	Peg3 prom inh	HIF-2a inh
31	O=C(Nc1nccs1)c1cc2sccc2n1Cc1ccc(F)cc1	-4	10	-3	-6	18	-45
32	Cc1cccc(NC(=O)N2CCC(C(=O)c3ccc(F)cc3)CC2)c1	15	2	-9	5	9	-7
33	CC(C)CC(=O)NC(=S)NCCc1ccccc1	-21	0	-20	-10	-35	-68
34	CCCNC(=S)N1CCN(C)CC1	-25	-2	-6	-8	16	14
35	CC(O)CC(=O)OC[C@]12CC[C@H]3[C@@](C)(CC[C@H]4C(C)(C)CCC[C@]34C)[C@@H]1CC(C1=CC(=O)OC1O)O2 (stereo partly drawn)	93*	·	67	·	99*	93*
36	COc1ccccc1-c1cc(C(F)(F)F)nc(N2CCN(c3ccccc3)CC2)n1	21	0	-12	1	22	-4
37	Cc1ccc(S(=O)(=O)NC(C(=O)N2CCOCCOCCOCC2)c2ccccc2)cc1 (stereo not drawn)	-13	3	-14	-5	5	-1
38	COc1ccc(Cl)cc1N(CC(=O)N(C)C)S(=O)(=O)c1ccc(C)c([N+](=O)[O-])c1	8	0	3	6	8	12
39	COCCNC(=S)Nc1ccccc1[N+](=O)[O-]	-10	3	-2	2	10	9
40	COc1ccc(OC)c(S(=O)(=O)NC(=O)C2(C)CCN2C(=O)Cc2ccccc2Cl)c1 (stereo not drawn)	0	·	-17	·	0	8
41	COc1ccc(CNC(=O)COC(=O)c2ccc(OCc3c(C)noc3C)cc2)cc1OC	-3	-2	-17	-6	9	5
42	CCN(CC)S(=O)(=O)c1ccc(N2CCOCC2)c(NC(=S)NC(=O)c2ccco2)c1	-6	1	-1	-3	-2	6
43	O=C(Nc1ccccc1N1CCCC1)c1cccnc1Cl	-7	-1	-10	8	1	9
44	COc1ccc(-n2nnnc2SC(C)C(=O)NC2CCCC2)cc1 (stereo not drawn)	3	1	-10	1	5	13
45	CCOC(=O)c1ccn(S(=O)(=O)c2ccc(C)cc2)c1-c1ccccc1	10	·	5	·	0	1

item	Vif inh	PDI inh	CF NFkB block	CaV13 ICDI inh	KKLEB tox
31	0	22	23	-8	-22
32	-6	-11	12	-5	-5
33	·	3	4	-5	-2
34	-1	4	-8	-5	4
35	-24	·	104*	·	-88*
36	6	1	-4	-4	-15
37	-5	-1	14	-13	-1
38	24	3	-10	-8	5
39	2	2	-8	3	8
40	·	0	-9	-6	4
41	-2	3	-3	-3	-1
42	-13	0	21	-5	-7
43	4	4	-2	-5	-9
44	-2	-5	-12	-5	0
45	·	·	5	·	-3

# Following part
item	mol	Shn3 3UTR inh	NR2E3 ag-1	NR2E3 ag-2	MITF TRPM1 inh	Peg3 prom inh	HIF-2a inh
46	Cc1cc2nc(-c3ccc(SCC(=O)N4CCN(C(=O)c5ccco5)CC4)nc3)[nH]c2cc1C	-78	-2	-52	-67	-45	-218
47	Cc1ccc(/C=N/NC(=O)c2cc(-c3ccccc3)nc3ccccc23)o1	0	3	-34	18	14	-19
48	Cc1cnc(=O)[nH]c1SCc1ccc([N+](=O)[O-])cc1	3	0	-7	6	2	12
49	O=C(C1CCCN1S(=O)(=O)c1cccc2cccnc12)N1CCn2c1nc1ccccc12 (stereo not drawn)	-6	0	7	-4	10	30
50	Cc1cccc(C)c1OCC(C)N (stereo not drawn)	-6	4	-16	-3	0	11
51	COCCN(C(=O)COC(=O)/C=C/c1cccc(OC)c1)c1c(N)n(CC(C)C)c(=O)[nH]c1=O	-10	·	-13	11	1	0

item	Vif inh	PDI inh	CF NFkB block	CaV13 ICDI inh	KKLEB tox
46	1	-2	-4	-4	-27
47	-4	16	8	-7	-14
48	-5	-8	-5	-7	10
49	-3	-2	0	·	-2
50	-5	0	-6	-4	-25
51	-1	4	7	-5	-5
